# FLuc modulator = firefly luciferase modulation, counter-screen for miR-21 project; P08659; purified FLuc, Km substrates, luminescence inhibition; Potency, µM (series often up to 57.5 µM), without a hit: at the highest dose activity change, negative = inhibition, most hits filed as inhibitors; actives 6.9% (n = 360,000); AID 588342;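 note: potency is the fitted concentration of half-maximal effect; plate controls were vehicle for no effect and reference inhibitor for full effect; nearly all actives have a fitted effect of over 55% in size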
# Target sequence (P08659 whole entry, looked up): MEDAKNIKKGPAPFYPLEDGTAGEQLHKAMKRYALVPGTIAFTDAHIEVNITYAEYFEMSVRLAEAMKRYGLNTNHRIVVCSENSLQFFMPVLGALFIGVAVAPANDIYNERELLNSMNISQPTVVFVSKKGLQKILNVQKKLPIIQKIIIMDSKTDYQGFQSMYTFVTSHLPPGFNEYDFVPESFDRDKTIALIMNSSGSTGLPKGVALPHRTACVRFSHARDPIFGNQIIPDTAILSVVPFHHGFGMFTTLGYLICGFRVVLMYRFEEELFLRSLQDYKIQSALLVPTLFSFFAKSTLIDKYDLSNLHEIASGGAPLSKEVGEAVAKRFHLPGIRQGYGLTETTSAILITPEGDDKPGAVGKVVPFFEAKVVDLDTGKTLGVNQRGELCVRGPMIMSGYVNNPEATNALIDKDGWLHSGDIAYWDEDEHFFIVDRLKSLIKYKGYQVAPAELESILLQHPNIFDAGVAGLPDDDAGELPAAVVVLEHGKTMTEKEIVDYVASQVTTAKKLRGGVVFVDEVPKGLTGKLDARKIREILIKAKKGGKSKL
#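 Biochemical qHTS of compounds, final roughly 60 µM downward over six points, against 10 nM purified firefly luciferase using Km concentrations of substrates (10 uM D-luciferin, 10 uM ATP) in Tris acetate pH 7.5 buffer; luminescence output.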
# VP16 counter = Gal4-VP16 reporter inhibition counter-screen; Drosophila S2 Gal4-VP16 UAS-luciferase, luminescence, 20 h; Potency, µM (top dose mostly 53.6 µM), for inactives: at the highest dose activity, negative = inhibition, most hits filed as inhibitors; actives 3.5% (n = 310,000);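 note: Gal4-VP16 expression switched on by copper sulfate through the metallothionein promoter; potency is the fitted concentration of half-maximal effect; % is set by controls: 0 for no effect and ±100 for the full control effect; nearly all actives have a fitted effect of over 50% in size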
# ELG1 genotox = inducers of genotoxicity in HEK293T ELG1-luciferase cells; HEK293T ELG1-luciferase reporter, luminescence, 16 h; Potency, µM (highest dose often 46 µM), for the others: top-dose activity change, positive = activation, hits mostly activators; actives 1.3% (n = 330,000); AID 504466; note: potency is the fitted concentration of half-maximal effect; % of control where 0% means no effect; nearly all actives have a fitted effect of over 60% in size
#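 Quantitative HTS format in 1536-well plates. HEK293T ELG1-luciferase reporter cells receive test compound and are incubated 16 hr at 37 °C, 5% CO2; ONE-Glo added, 30 min room temperature, then luminescence read.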
# p53 reactivator = mutant p53 re-activation in reporter cells | Potency, µM (highest dose often 92.2 µM), inactives show at the highest dose activity change, positive = activation, hits mostly activators | actives 0.063% (n = 320,000) | H1299 p53-A138V BP100-luciferase reporter, luminescence, 24 h; note: potency is the fitted concentration of half-maximal effect; % of control where 0% means no effect; nearly all actives have a fitted effect of over 45% in size
#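 H1299 (p53-null), stable ts p53-A138V + BP100-Luc; 1000 cells/well, Opti-MEM/10% FBS; cpd 4 pt, 1:5; 24 h, 37 deg C, 5% CO2; detection reagent 10 min RT; luminescence.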
# NPC1 promoter act = NPC1 promoter activation; actives 2.4% (n = 320,000); Huh7 NPC1 promoter luciferase reporter, 24 h; Potency, µM (titrated, usually from 9.22 µM), inactives show at the highest dose activation, hits mostly activators; AID 485313;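 note: potency is the fitted concentration of half-maximal effect; % of control where 0% means no effect; nearly all actives have a fitted effect of over 60% in size; reporter is driven by a mutant NPC1 promoter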
#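 Cells: Huh7 expressing luciferase under the NPC1 promoter, 1500/well. Seeded 2 h, compound added, incubated 24 h at 37 °C. Luciferase reagent, 10 min ambient, then luminescence.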
# ELG1 DNA repair = inhibitors of ELG1-dependent DNA repair in HEK293T cells; HEK293T ELG1-luciferase reporter, luminescence, 16 h; DNA damage induced by 5-fluorouridine; Potency, µM (highest dose often 46.1 µM), for inactives: top-dose activity change, negative = inhibition, actives largely listed as inhibitors; actives 2.3% (n = 330,000); AID 504467; note: potency is the fitted concentration of half-maximal effect; % is set by controls: 0 for no effect and ±100 for the full control effect; nearly all actives have a fitted effect of over 55% in size
#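 Quantitative HTS, concentration-response format. 2,000 cells/well co-treated with 5-fluorouridine and compound, 16 hr in 5% CO2 at 37 °C; ONE-Glo luminescence read after 30 min.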
# Tb PFK block = inhibitors of T. brucei phosphofructokinase; T. brucei PFK, ADP-Glo luminescence; Potency, µM (series often up to 57.5 µM), for the others: top-dose activity, negative = inhibition, hits mostly inhibitors; actives 0.17% (n = 330,000);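 note: potency is the fitted concentration of half-maximal effect; 0% = uninhibited 1x PFK enzyme wells and -100% = no-enzyme wells; nearly all actives have a fitted effect of over 60% in size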
# Target sequence (O15648 whole entry, looked up): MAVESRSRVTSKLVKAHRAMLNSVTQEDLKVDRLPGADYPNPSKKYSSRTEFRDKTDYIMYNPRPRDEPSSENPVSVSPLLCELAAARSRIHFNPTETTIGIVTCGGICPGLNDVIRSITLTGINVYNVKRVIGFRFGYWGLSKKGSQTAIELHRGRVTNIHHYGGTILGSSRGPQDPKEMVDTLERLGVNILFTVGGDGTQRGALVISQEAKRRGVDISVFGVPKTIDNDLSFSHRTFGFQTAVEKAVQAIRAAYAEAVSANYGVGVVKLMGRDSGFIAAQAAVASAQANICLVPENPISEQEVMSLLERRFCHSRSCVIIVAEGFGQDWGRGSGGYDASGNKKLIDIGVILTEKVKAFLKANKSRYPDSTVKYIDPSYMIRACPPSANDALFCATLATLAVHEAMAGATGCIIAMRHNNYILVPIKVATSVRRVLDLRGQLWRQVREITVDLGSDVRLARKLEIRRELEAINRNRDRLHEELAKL
#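 Activity is normalized to no-enzyme wells (full inhibition) and 1.25 nM enzyme wells (no inhibition). Reaction: 0.5 mM F6P, 0.1 mM ATP, 45 min RT, ADP-Glo luminescence; concentration-response curves fitted and classed by quality.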
# BRCA1 expr up = increases BRCA1 expression. Potency, µM (top dose mostly 46.1 µM), for inactives: top-dose activation, hits mostly activators. MCF7-BRCA1-FFLuc reporter, luminescence, 48 h; response scale: scaled: vehicle 0%, 10 µM genistein 100%. AID 624202. actives 1.1% (n = 380,000); note: potency is the fitted concentration of half-maximal effect; nearly all actives have a fitted effect of over 80% in size; some results filed as inactive show a strong effect at the top dose
#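 Compounds are tested at multiple concentrations on MCF7 BRCA1-luciferase reporter cells seeded at 2000 per well; after 48 h, a single luminescence end-point is taken and curves fitted to the normalized data.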
# TRPV1 agonist = human TRPV1 agonism; Q8NER1; activation, % at 8.33 µM; actives 0.19% (n = 320,000); TRPV1-expressing cells, Fluo-8 calcium influx, agonist mode; in the data active = activation above about 80%; inconclusive = between about 30% and that limit; note: 0% is about no effect
#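 Cells expressing TRPV1 were dye-loaded with Fluo-8 and read kinetically: 10 s baseline, 3 min after compound (agonist portion), then 2 min after EC20 capsaicin (allosteric enhancer portion). Calcium-bound dye fluorescence at 480/520 nm.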
# RORg inh = inhibitors of mouse ROR gamma transcriptional activity; Drosophila S2 Gal4-RORgamma UAS-luciferase reporter, 20 h; P51450; actives 5.4% (n = 310,000); Potency, µM (titrated, usually from 53.6 µM), without a hit: top-dose activity change, negative = inhibition, most hits filed as inhibitors; AID 2551; note: potency is the fitted concentration of half-maximal effect; % is set by controls: 0 for no effect and ±100 for the full control effect; nearly all actives have a fitted effect of over 60% in size
#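 A Gal4/UAS one-hybrid system in insect cells: metallothionein-promoter Gal4–ROR gamma fusion plus Photinus luciferase reporter. Copper sulfate 700 uM final, 20 hr ambient incubation, luminescent detection after 10 min with reagent.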
# Rab9 promoter act = activators of Rab9 promoter | AID 485297 | Huh7 Rab9 promoter-luciferase reporter, luminescence, 24 h | actives 2.8% (n = 320,000) | Potency, µM (series often up to 9.22 µM), inactives show at the highest dose activation, negative = inhibition, actives largely listed as activators; note: potency is the fitted concentration of half-maximal effect; % of control where 0% means no effect; nearly all actives have a fitted effect of over 60% in size
#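 Cells were plated at 1500 per well in reduced-serum medium with 10% FBS and left 2 h. Compound in DMSO was then added for 24 h at 37 °C. Reporter signal was read by luminescence after 10 min with luciferase detection reagent.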
# An asterisk follows results filed as active; u = inconclusive; x = no result given; & = joins results of further samples; [ ] = remark or other dose. Unless noted, calls come from the whole dose curve; as a rule, active = well fitted curve in the direction sought with a large enough effect; inconclusive = small, poorly fitted or top-dose-only effect, or another doubt; inactive = no such curve, though single readings can be large; an effect the other way counts as inactive or inconclusive.
# Value order – FLuc modulator	VP16 counter	ELG1 genotox	p53 reactivator	NPC1 promoter act	ELG1 DNA repair	Tb PFK block	BRCA1 expr up	TRPV1 agonist	RORg inh	Rab9 promoter act
> CCCS(=O)(=O)N1CCN(C(=O)c2ccco2)CC1
    1.8%	-2.5%	2.9%	2.7%	4.4%	9.7%	1.1%	8.6%	-1.7	u	-3.2%
> COc1ncccc1C(=O)N1CCCC(C(=O)c2cc(F)ccc2F)C1 (centres undefined)
    6.9%	-1.8%	-0.5%	-3.4%	-1.8%	0.4%	3.2%	2.6%	-0.7	7.6%	-12.5%
> CCCc1n[nH]c2c1C(=O)CC(C)(C)C2
    0.2%	-0.5%	2.9%	-4.6%	1.9%	-1.5%	-1.0%	0.2%	-3.2	-1.6%	5.7%
> Fc1ccc(CNc2cnccn2)cc1
    1.4%	7.5%	-2.4%	-5.4%	-5.6%	-4.7%	-1.1%	31.1%	-2.3	5.8%	-5.5%
> COc1ccc(CN2CCOCC2)cc1Br
    4.0%	3.2%	5.6%	4.8%	1.0%	14.1%	1.8%	99.3%	-0.5	-23.2%	-5.4%
> CCNc1sc(S(C)(=O)=O)nc1S(=O)(=O)c1ccc(Cl)cc1
    -3.1%	5.9%	4.0%	-4.0%	-4.7%	16.9%	-5.9%	2.9%	-0.5	12.5%	1.3%
> COCCCNS(=O)(=O)c1ccc(OC)c(Cl)c1Cl
    0.4%	8.4%	0.2%	-5.9%	-5.9%	-3.9%	-7.5%	1.5%	0.1	-0.9%	-0.6%
> CN(C)Cc1c(C(=O)N/N=C/c2cccc(OCc3ccccc3)c2)nnn1-c1nonc1N
    2.8%	-24.5%	-2.9%[9.26 µM]	25.6%	1.2%	-4.7%	2.0%	2.6%	1.1	44.2%	0.2%
> O=C1c2ccccc2C(=O)N1CCCCN(C(=O)c1cc([N+](=O)[O-])cc([N+](=O)[O-])c1)c1ccc(Cl)cc1
    1.5%	-7.1%	-5.0%	-2.1%	-2.7%	-24.0%	0.9%	-3.9%	-2.9	24.7%	-2.5%
> Cc1cccc(C)c1N1C(=O)c2cccc([N+](=O)[O-])c2C1=O
    0.4%	-0.8%	7.7%	1.0%	0.4%	29.5%	0.4%	-9.9%	20.2	-4.5%	8.8%
> S=c1[nH]ncn1NCc1ccc(Cl)cc1Cl
    -13.5%	u	6.2%	3.0%	-4.2%	16.5%	-5.5%	0.4%	16.6	6.31µM*	10.7%
> Cc1ccc2[nH]c(=O)c(CN(Cc3ccco3)C(=O)N3CCOCC3)cc2c1
    -1.9%	-0.1%	-3.1%	-4.3%	-4.4%	17.1%	-5.1%	35.4%	1.7	44.4%	-4.6%
> CCOC(=O)CCSc1nc(C)c2cc(OC)ccc2n1
    13.5µM*	u	u	u	u	u	-6.5%	0.6%	18.8	12.1%	u
> Cc1ccc2c(c1)N(CC(=O)NC1CCCC1)C(=O)C(C)O2 (centres undefined)
    0.1%	0.4%	8.4%	0.4%	1.2%	-2.9%	-1.3%	13.1%	0.2	-1.4%	0.2%
> CCOC(=O)c1[nH]c(C)c(C(=O)NC(C)(C)C)c1C
    -4.4%	-5.5%	-0.2%	0.9%	0.9%	16.3%	4.5%	-0.9%	-4.1	9.7%	0.6%

# 3 compounds already listed, sorted by the value under Rab9 promoter act, highest first:
SMILES,Rab9 promoter act
Cc1cccc(C)c1N1C(=O)c2cccc([N+](=O)[O-])c2C1=O,8.8%
CCCc1n[nH]c2c1C(=O)CC(C)(C)C2,5.7%
COc1ncccc1C(=O)N1CCCC(C(=O)c2cc(F)ccc2F)C1 (centres undefined),-12.5%

# Later entries:
# Value order – FLuc modulator	VP16 counter	ELG1 genotox	p53 reactivator	NPC1 promoter act	ELG1 DNA repair	Tb PFK block	BRCA1 expr up	TRPV1 agonist	RORg inh	Rab9 promoter act
> O=C(CSc1n[nH]c(=O)[nH]c1=O)N/N=C/C=C/c1ccccc1
    u	2.6%	0.6%	0.1%	-3.6%	13.9%	0.5%	2.7%	7.5	-7.9%	-8.7%
> CC(=O)Nc1ccc([C@H]2[C@H](C)CC[C@H]3C(=O)N4[C@@H](CC[C@@H](C)[C@@H]4c4ccc(NC(C)=O)cc4)C(=O)N32)cc1
    1.5%	5.8%	-3.2%	-2.6%	0.7%	13.8%	0.8%	x	-0.6	1.7%	-1.2%
> CNC(=O)Nc1ccc(Cn2cc(C(F)(F)F)ccc2=O)cc1
    -5.2%	-10.7%	0.0%	-0.2%	-0.3%	u	-3.1%	-3.2%	2.1	u	-1.6%
> CCN1CCN(S(=O)(=O)c2ccc(Oc3ccccc3OC)cc2)CC1
    0.3%	-3.7%	-8.2%	-0.7%	-4.4%	u	10.4%	-23.6%	-1.6	u	-10.7%
> COc1ccc(C(CC(=O)O)NC(=O)COc2ccccc2)cc1 (centres undefined)
    0.0%	-8.4%	1.7%	-3.0%	0.5%	3.1%	-0.5%	-0.3%	-0.4	15.5%	-7.5%
> O=C(NC1CC1)C1=C[C@@H](c2ccc3c(c2)OCO3)C[C@@H](OCc2ccc(CO)cc2)O1
    -8.6%	-8.0%	-3.2%	-0.5%	-1.1%	-5.3%	-13.7%	-6.9%	11.5	u	-0.4%
> CCc1ccccc1N1C[C@@]23C=C[C@@H](O2)C(C(=O)OCC(C)C)[C@H]3C1=O (some centres undefined)
    0.3%	9.1%	1.0%	-5.9%	-2.5%	4.6%	0.2%	2.7%	0.9	18.3%	3.4%
> Brc1ccc2nc3c(n2c1)CCCC3
    -14.2%	u	0.9%	3.2%	10.5%	7.2%	5.1%	47.4%	u	12.6µM*	-3.4%
> COC(=O)c1ccc(NC(=O)CN2CCN(c3ccc(Cl)cc3)CC2)cc1
    1.9%&-3.6%	u	-4.3%	-6.7%	2.1%	6.1%	-0.3%	-3.8%	2.4	-27.8%	-3.2%
> COc1ccc(CCNC(=O)COC(=O)c2cnc(C)cn2)cc1
    3.4%	-2.9%	-3.3%	6.7%	-3.1%	-4.7%	1.7%	5.2%	-0.5	2.0%	-4.8%
> C[C@@H](NC(=O)c1nc[nH]c1C(=O)N[C@H](C)c1ccccc1)c1ccccc1
    1.6%	x	-3.6%	-3.0%	-0.9%	-20.7%	11.2%	-32.6%	23.4	x	1.1%
> CCN1C[C@@H]2[C@@H]3C(=O)N(Cc4ccccc4)C(=O)[C@@H]3[C@](Cc3ccccc3)(C(=O)OC)N2C1=NC
    x	x	7.4%	3.6%	x	15.8%	-2.1%	-8.4%	x	x	x
> COc1ccc(CN2CCn3nc(C(=O)NC(C)C)cc3C2=O)cc1
    2.0%	11.0%	0.4%	11.4%	-4.0%	10.7%	-4.9%	5.9%	3.6	13.2%	-10.0%
> COC(=O)c1[nH]c2cc(C)ccc2c1NC(=O)CN1CCc2cc(OC)c(OC)cc2C1
    -2.0%	-2.9%[0.365 µM]	-25.8%	-12.3%	1.9%	14.6µM*	-7.6%	-30.4%	11.2	19.5%	0.9%
> O=C(CSc1ncnc2[nH]ncc12)Nc1cccc(Oc2ccccc2)c1
    -12.2%	8.1%	2.3%	-4.4%	-3.2%	3.0%	-2.1%	-18.4%	u	-6.6%	-1.6%
> CCN(C(=O)COC(=O)CCCN1C(=O)c2cccc3cccc(c23)C1=O)C1CCS(=O)(=O)C1 (centres undefined)
    u	x	5.7%	-4.9%	-3.2%	10.3%	5.8%	-2.0%	-0.4	x	2.6%
> Cc1cc(=O)oc(C)c1C(=O)Nc1cccc2ccccc12
    -0.6%	6.0%	-1.3%	-0.3%	-0.7%	0.2%	-0.7%	-2.9%	-1.7	10.8%	-7.8%

# Rows are unselected. Share with any hit: about 15%.
